inhibitors of VEEV = inhibitors of VEEV TC-83 cytopathic effect, confirmation, Vero cells (AID 588727); inhibition, % at 20 µM; hits with a dose series show IC50 in µM; Vero cells, VEEV TC-83 cytopathic effect inhibition; higher % means a stronger effect; 0.13% of 350,000 active; in the data active means a potency from the dose series; inconclusive means inhibition mostly from about 14% at the one dose, without a potency; inactive means the rest, 99 in 100 with inhibition below about 12%; further: strong numbers were not always called active
M. tuberculosis HTS = M. tuberculosis growth inhibition, HTS (AID 449762); M. tuberculosis H37Rv growth inhibition, 7H9 media; higher % means a stronger effect; one-dose inhibition, % at 25 µM; IC50 in µM for titrated hits; 0.59% of 330,000 active; in the data active means a potency from the dose series; inconclusive means inhibition above about 70% without an active follow-up result;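 further: bacterial growth assessed after seven days of incubation; strong numbers were not always called active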
H1N1 NS1A inhibition = H1N1 influenza NS1A inhibitors, functional cell based assay (AID 504329). inhibition, % at 12.5 µM, or IC50 in µM where a hit was titrated. 0.3% of 340,000 active. NS1A functional cell-based assay, percent inhibition; higher % means a stronger effect; in the data active means a potency from the dose series; inconclusive means inhibition above about 27% without an active follow-up result; further: strong numbers were not always called active
tuberculosis growth = growth inhibition of non-replicating M. tuberculosis (AID 488890); Mycobacterium tuberculosis non-replicating, growth inhibition; higher % means a stronger effect; inhibition, % at 25 µM; hits with a dose series show IC50 in µM; 0.39% of 320,000 active; in the data active means a potency from the dose series; inconclusive means inhibition mostly from about 82% at the one dose, without a potency; inactive means the rest, 99 in 100 with inhibition below about 76%;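 further: plate controls were DMSO cells for no effect and high antibiotic wells for full effect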
Salmonella PhoP GFP = PhoP regulon inhibitors, Salmonella typhi PhoP promoter GFP reporter, confirmatory (AID 1850). Salmonella Typhi PhoP-promoter GFP reporter, fluorescence, 4 h; higher % means a stronger effect. inhibition, % at 50 µM, or IC50 in µM where a hit was titrated. 0.33% of 310,000 active; in the data active means a potency from the dose series; inconclusive means inhibition mostly from about 25% at the one dose, without a potency; inactive means the rest, 99 in 100 with inhibition below about 19%;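 further: 0% = induced wells with vehicle and 100% = uninduced wells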
inhibitors of VEEV 10K pilot screen = also measured in inhibitors of VEEV; calls as there; inhibition, %; measured here: 10K pilot screen inhibition
Starred values were filed as active, the others as inactive; i = inactive; ? = inconclusive; nt = no result given; & = joins results of further samples.

Sample of the layout, four compounds:
SMILES	inhibitors of VEEV	M. tuberculosis HTS	H1N1 NS1A inhibition	tuberculosis growth	Salmonella PhoP GFP	others
O=C(Cn1ncc2c3ccccc3n(Cc3ccccc3F)c2c1=O)N1CCC2(CC1)OCCO2	5.2%	8%	9%	-1%	5%
CCn1cc(C(=O)NCC2CCCO2)c2cc(OC)c(OC)cc2c1=O (centres undefined)	3.5%	1%	-5%	-10%	-4%
CCCCc1cc(=O)oc2cc(OCc3nn[nH]n3)c(Cl)cc12	0.6%	-2%	-14%	17%	7%
CCCCn1c(SCC(=O)Nc2nnc(C)s2)nc2c1c(=O)n(C)c(=O)n2C	2.5%	8%	0%	13%	0%

All compounds of this part (from the top)
SMILES	inhibitors of VEEV	M. tuberculosis HTS	H1N1 NS1A inhibition	tuberculosis growth	Salmonella PhoP GFP	others
O=C(Cn1ncc2c3ccccc3n(Cc3ccccc3F)c2c1=O)N1CCC2(CC1)OCCO2	5.2%	8%	9%	-1%	5%
CCn1cc(C(=O)NCC2CCCO2)c2cc(OC)c(OC)cc2c1=O (centres undefined)	3.5%	1%	-5%	-10%	-4%
CCCCc1cc(=O)oc2cc(OCc3nn[nH]n3)c(Cl)cc12	0.6%	-2%	-14%	17%	7%
CCCCn1c(SCC(=O)Nc2nnc(C)s2)nc2c1c(=O)n(C)c(=O)n2C	2.5%	8%	0%	13%	0%
CC(=O)Nc1nc(C(=O)O)cs1	i	-1%	3%	-18%	7%
Cc1ccc(C(=O)N/C(=C\c2ccc3c(c2)OCO3)C(=O)Nc2ccc(C(=O)O)cc2)cc1	0.6%	-4%	-2%	7%	2%
COc1ccc(C2=NOC(Cn3nc(C(=O)NCc4ccc(OC(F)(F)F)cc4)cc3-c3ccccc3)C2)cc1 (centres undefined)	2.4%	-5%	-2%	-8%	16%
O=C(c1ccc(N2CCN(C(=O)c3ccc(F)cc3F)CC2)cc1)c1cccc(F)c1	3.8%	23%	-8%	24%	-5%
CNS(=O)(=O)c1cccc(C(=O)OCc2cc(C(C)=O)ccc2OC)c1	5.3%	-4%	-12%	10%	9%
O=C(OCCc1cc2ccccc2c(=O)o1)c1ccc(C(F)(F)F)cc1	1.1%	2%	5%	76%	nt	inhibitors of VEEV 10K pilot screen=1.0
C=CCN1CCc2c(cc(O)c(O)c2Br)[C@@H](c2ccccc2)C1	0.8%	42%	5%	24%	1%
Cc1ccn(C)c(=N)c1	2.7%	-3%	-12%	-11%	-9%
COc1ccc(C(CNC(=O)c2ccc(NS(=O)(=O)c3ccc(F)c(C)c3)cc2)N(C)C)cc1 (centres undefined)	i	1%	1%	2%	1%
COc1ccc(C(=O)c2c[nH]c(C(=O)NCc3cccnc3)c2)cc1	4.1%	7%	-1%	-4%	0%
O=C(COC(=O)/C=C/c1cccc(C(F)(F)F)c1)NC1CCCCCC1	1.0%	-16%	-9%	-19%	nt
Cc1c(NC(=O)CSc2nnc(Nc3ccccc3)s2)c(=O)n(-c2ccccc2)n1C	i	-4%	-4%	2%	3%
Cc1nc(C(=O)NNC(=O)c2ccccc2)c(C(F)(F)F)o1	i	-7%	-19%	53%	5%
COc1ccc(Cc2noc(CN(C)CC3CCN(Cc4ccccc4)CC3)n2)cc1OC	0.3%	4%	5%	18%	2%
COc1ccccc1NC(=O)CSc1nc(O)cc(=O)[nH]1	0.7%	-2%	-5%	6%	-11%&0%
Cc1cc(N2CCN(Cc3cn(C)nc3-c3ccccc3F)CC2)cc(C)n1	5.0%	-2%	2%	-1%	0%
CCN1C(=O)NC(=O)C2(CCCC2)C1=O	0.9%	nt	0%	nt	nt
CCCn1c(SCC(=O)Nc2nc(C)c(C(=O)OC)s2)nnc1C(C)C	2.7%	-6%	-1%	2%	5%
O=C(Nc1ncc([N+](=O)[O-])s1)C1COc2ccccc2O1 (centres undefined)	6.5%	-11%	-2%	?	-4%
CCCNc1ncnc2[nH]ncc12	4.1%	nt	-1%	nt	nt
O=C(CSc1n[nH]c(-c2ccccc2)n1)Nc1ccccc1O	8.5%	-2%	7%	10%	-11%
Cc1cc(OCC(=O)N2CCC(C(=O)O)CC2)c2c3c(c(=O)oc2c1)CCC3	0.2%	-9%	-2%	-10%	2%
CC[C@H](C)[C@H]1CNC(=O)C(=O)N1CC1CCN(CCCc2ccc(OC)c(OC)c2)CC1	i	nt	1%	nt	nt
Cc1cc(C)cc(-c2nc(-c3ccncc3)no2)c1	4.6%	-1%	6%	17%	nt
COCCn1c(N)c(N(Cc2ccccc2)C(=O)c2cc3ccccc3o2)c(=O)[nH]c1=O	8.8%	-4%	7%	0%	-6%
COc1ccc(OCC(=O)N2CCN(C(=O)c3ccco3)CC2)cc1	2.9%	-4%	5%	1%	7%
Cc1ccc(-c2nc(-c3ccccn3)no2)cc1[N+](=O)[O-]	3.7%	-8%	9%	3%	-6%
COc1ccc(/C=C2/Sc3ccc(C(=O)NCCCN4CCOCC4)cc3NC2=O)cc1OC	11%	-5%	10%	61%	-4%
Cn1c(NC(=O)/C=C/c2ccccc2)cc(=O)n(C)c1=O	0.2%	-4%	-6%	-3%	-8%
O=C(Nc1ccc(S(=O)(=O)N2CCOCC2)cc1)C1CCCCC1	0.9%	-3%	1%	26%	6%
CCCCN(CC)C(=O)c1ccccc1Oc1ccccc1	i	9%	3%	41%	2%
Cc1ccccc1C(=O)OC1OC(=O)C(Cl)=C1Nc1ccccc1 (centres undefined)	8.7%	31%	nt	50%	11%
Cc1ccc(C)c(OCc2cc(C(=O)N3CCN(c4ccccc4)CC3)no2)c1	5.1%	62%	-9%	41%	-5%
C=CCC1CCCCC12NC(=O)NC2=O (centres undefined)	1.3%	-6%	-3%	-9%	-9%
COc1cc(-c2nnc3sc(-c4ccco4)nn23)cc(OC)c1OC	3.3%	2%	3%	-1%	13%
O=C(Nn1c(-c2ccc(F)cc2)nc2ccccc2c1=O)C1CCCCC1	0.1%	3%	2%	7%	2%
COc1ccc(N2C(=O)C3CCCCC3C2=O)cc1NC(=O)c1ccccc1 (centres undefined)	0.7%	-2%	-4%	-14%	1%
Cc1ccc(S(=O)(=O)N2CCOCC2)cc1NC(=O)C(c1ccc(Cl)cc1)C(C)C (centres undefined)	4.5%	-2%	8%	23%	-10%
O=C(Cc1ccc(NC(=O)C2CCCN(C(=O)C3CCCC3)C2)cc1)Nc1ccc(C(=O)N2CCOCC2)cc1 (centres undefined)	0.9%	nt	3%	nt	nt
CCOc1ccc2nc(N(CCN(CC)CC)C(=O)c3ccc([N+](=O)[O-])cc3)sc2c1	0.1%	-3%	-2%	2%	11%
Cc1cc(C)c(C)c(S(=O)(=O)NCc2ccc(C(=O)N3CCOCC3)cc2)c1C	0.7%	-15%	-6%	12%	-8%
Cc1cccc(C(=O)NNC(=O)c2ccc(-c3ccccc3)cc2)c1	1.0%	-3%	3%	-13%	15%
COc1cc(C(=O)N/N=C/c2coc3ccccc3c2=O)cc(OC)c1OC	1.1%	9%	-32%	7%	95%
Cc1cnc(NC(=O)Nc2ccccc2)c(C)n1	0.7%	11%	-8%	1%	-1%
O=C(COC(=O)C1CC1)Nc1nc(-c2ccc(F)c(F)c2)cs1	1.9%	?	1%	35%	8%
COc1cccc(C=O)c1OCCCOc1cccc2cccnc12	0.3%	7%	1%	27%	-3%

Remaining list, next part.
SMILES	inhibitors of VEEV	M. tuberculosis HTS	H1N1 NS1A inhibition	tuberculosis growth	Salmonella PhoP GFP	others
CC(C)P(=O)(Cc1cccc(C#N)c1)C(C)C	1.1%	-7%	-10%	-31%	-4%
Cc1ccc(S(=O)(=O)NCCC(=O)NC2CCC(C)CC2)cc1 (centres undefined)	0.5%	2%	-15%	-3%	nt
O=C(CSc1nc2c(sc3ccccc32)c(=O)n1CCCN1CCCC1)NCc1ccco1	0.2%	1%	0%	40%	-7%
CC(C)N1CN=C(Nc2nc3ccccc3o2)NC1	1.2%	35%	-3%	3%	14%
Cc1cccc(NC(=O)Nc2nnc(N3CCCCC3C)s2)c1C (centres undefined)	0.9%	-12%	8%	-11%	-12%
CCN1C(=O)c2ccccc2S(=O)c2ccc(C(=O)NCCCN3CCCC3=O)cc21 (centres undefined)	0.9%	-12%	11%	-7%	-16%
Cc1ccc(-n2nnnc2SCC(=O)Nc2sccc2C#N)cc1	1.4%	-3%	13%	16%	-4%
Cc1ccc(CNC(=O)CCC2CCCN(Cc3cccc4ncccc34)C2)o1 (centres undefined)	i	-13%	-1%	-9%	14%
CCC1(c2ccc(Cl)cc2)NC(=O)N(Cc2ccc(C(=O)OC)cc2)C1=O (centres undefined)	2.7%	-4%	-2%	16%	8%
COc1ccc(OCC(=O)Nc2cc(OC)cc(OC)c2)cc1	1.2%	?	-7%	?	0%

Reprinted at random: 5 records from the list, in no set order.
SMILES	inhibitors of VEEV	M. tuberculosis HTS	H1N1 NS1A inhibition	tuberculosis growth	Salmonella PhoP GFP	others
Cc1ccc(-n2nnnc2SCC(=O)Nc2sccc2C#N)cc1	1.4%	-3%	13%	16%	-4%
CC(C)P(=O)(Cc1cccc(C#N)c1)C(C)C	1.1%	-7%	-10%	-31%	-4%
COc1ccc(OCC(=O)Nc2cc(OC)cc(OC)c2)cc1	1.2%	?	-7%	?	0%
Cc1cccc(NC(=O)Nc2nnc(N3CCCCC3C)s2)c1C (centres undefined)	0.9%	-12%	8%	-11%	-12%
Cc1ccc(S(=O)(=O)NCCC(=O)NC2CCC(C)CC2)cc1 (centres undefined)	0.5%	2%	-15%	-3%	nt

Further entries.
SMILES	inhibitors of VEEV	M. tuberculosis HTS	H1N1 NS1A inhibition	tuberculosis growth	Salmonella PhoP GFP	others
Cc1cc(C)c2c(n1)sc1c(-c3ccccc3)c(C#N)c(N)nc12	i	10%	0%	11%	-2%
Cc1ccc(-c2nn(-c3cccc(F)c3)cc2CN(Cc2nccn2C)C(C)C)o1	4.7%	17%	13%	49%	0%
CCC(C)(C)n1nnnc1C(C(C)C)N(Cc1ccco1)Cc1cc2cc3c(cc2[nH]c1=O)OCO3 (centres undefined)	3.9%	6%	0%	25%	2%	inhibitors of VEEV 10K pilot screen=3.3
COc1ncnc2c1oc1nc(CC(C)C)c3c(c12)CCCC3	5.0%	nt	3%	nt	nt
CCCc1[nH]nc2c1C(c1ccc(O)c(OC)c1)C(C#N)=C(N)O2 (centres undefined)	3.1%	-6%	-9%	7%	7%
COc1cc(C(=O)Nn2c(C)nc3ccccc3c2=O)cc(OC)c1OC	0.3%	-5%	21%	3%	6%

Screening results (PubChem)
